# Compound activity from PubChem.
# C2C12 statin: suppressors of statin myotoxicity in C2C12 myotubes, primary screen, cell-based, single point, plate reader; C2C12 myotubes + simvastatin, ATP luminescence, 48 h; scaled: DMSO 0, geranylgeraniol control 100; rescue of ATP level, % at 7.49 µM; 330,000 tested, 0.78% active;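 active means mean ATP rescue above about 67%, or every replicate alone reaching that limit, limit read from the data, passing the limit was not always enough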;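 further: myotubes were challenged with 10 µM simvastatin during compound exposure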
# FN deposition inh: inhibitors of fibronectin matrix deposition, primary screen, AH1F cells, Alexa488-fibronectin fluorescence, plate reader. inhibition, % at 12.6 µM. AID 743247, 2014. 350,000 tested, 0.086% active. AH1F fibroblasts, overnight;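 active means mean inhibition across replicates of 30% or more, regardless of how many single replicates reach that level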;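 further: positive control wells lacked labelled fibronectin entirely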
#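 Material – AH1F fibroblast monolayer, labelled fibronectin deposition · Reagent – labelled fibronectin 24 nM · Timing – 1 h adhesion, overnight exposure · Measured by – fluorescence at 485 nm excitation, 525 nm emission · Read-out – inhibition of fibronectin deposition signal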
# PGC1a acetyl inh: inhibitors of PGC1a acetylation signal, primary screen, cell-based, U2OS, AlphaScreen, inhibitor mode; inhibition, % at 15.6 µM; 350,000 tested, 0.17% active; AlphaScreen anti-acetyl-lysine; with virally co-expressed GCN5 acetyltransferase;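 active means every replicate shows inhibition of at least 40%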;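 further: 0% = neutral control wells and 100% = positive control wells; some results beyond the cut were filed as inactive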
# miR122 inh: miR-122 Renilla sensor signal increase in Huh7, primary screen, miR-122 inhibitor project, cell-based, single point, plate reader. Huh7 miR-122 Renilla luciferase sensor, 48 h; neutral wells = 0, positive control = 100. activation (reporter increase), % at 12.5 µM. 340,000 tested, 0.3% active. AID 602342, 2012;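 active means mean replicate activation score at least 90 and every replicate individually at or above 90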;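 further: higher luciferase means less miR-122 activity so hits act as miR-122 inhibitors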
# Cneo AK release: Cryptococcus neoformans cell lysis inducers, primary screen, AK release luminescence, single concentration; C. neoformans lysis, adenylate kinase release luminescence, 4 h; normalised: neutral wells 0, clomiphene wells 100; AID 651654, 2012; lysis activity, % at 15 µM; 360,000 tested, 0.2% active;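 active means mean lysis activity across replicates of at least 80%, whatever share of replicates individually reach that level; inactive means mean lysis activity below 80%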
#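 read-out = cell lysis signal | test system = log-phase Cryptococcus neoformans yeast cells | input = cells at 5 × 10^6 per mL | medium = fresh YPD growth medium | signal = luminescent adenylate kinase detection reagent | timing = 4 h at 37 °C static, read 1 h later | dosing = single dose | controls = Clomiphene as positive lysis control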
# PglD inh: C. jejuni PglD acetyltransferase inhibitors, primary screen, biochemical, DTNB colorimetric, single point. purified PglD enzyme, DTNB colorimetric CoA detection. inhibition, % at 12.5 µM. UDP-N-acetylbacillosamine N-acetyltransferase PglD (Campylobacter jejuni). 360,000 tested, 0.098% active; in the data active means inhibition above about 16%, passing the limit was not always enough; further: strong numbers were not always called active
# INS-1E GSIS act: GLuc luminescence reporter in INS-1E cells, primary screen for activators of glucose-dependent secretion of insulin. INS-1E GLuc reporter insulin secretion, 2-3 h. activation, % at 16.6 µM. AID 743287, 2014. 370,000 tested, 0.61% active;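 active means lowest replicate activation of at least 40%, so every replicate reaches that level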;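 further: 0% = median of neutral control wells and 100% = median of IBMX positive control wells; some compounds called inactive have numbers as strong as hits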
# F508del corr: F508del CFTR correction, initial screen, CFBE line, single point. 350,000 tested, 0.36% active. CFBE cells, YFP halide quenching; stimulated with forskolin plus potentiator P3; % fluorescence drop versus neutral controls. activity (quench increase), % at 7.58 µM;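 active means mean added fluorescence quench of at least 8% versus neutral control, with both replicates also reaching 8%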;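 further: cells transiently co-express mutant CFTR-F508del with the halide-sensitive YFP; corrector assay measuring rescue of mutant channel to the surface after 24 h compound exposure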
# An asterisk follows results filed as active; . = not tested or not shown; & = joins results of further samples; [ ] = another dose, or the depositor's remark.
molecule	C2C12 statin	FN deposition inh	PGC1a acetyl inh	miR122 inh	Cneo AK release	PglD inh	INS-1E GSIS act	F508del corr
CCCCC(=O)Nc1ccccc1N1CCOCC1	.	-6	1	2	.	.	18	-2.9
CCOc1ccccc1CN1CCN(Cc2ccc3cccc(OC)c3n2)CC1CCO (stereo not drawn)	2	-2	.	.	1	-2	-2	0.4
COc1ccc(C(=O)NCC(=O)NCc2cc(=O)n(C)c(=O)n2C)cc1	17	7	5	.	-2	4	7	-3.5
CC(C)NC(=O)CSc1ccccc1C(=O)NNC(=O)Cn1ccc(C(F)(F)F)n1	2	-7	-1	5	-1	1	4	-1.0
CC(OC(=O)C1=COCCO1)C(=O)Nc1cc(S(=O)(=O)N2CCCCC2)ccc1Cl (stereo not drawn)	-2	2	.	-4	4	-5	10	-0.5
CS(=O)c1ccc(-n2c(=O)n(Cc3ccccc3)c(=O)c3[nH]cnc32)cc1 (stereo not drawn)	15	5	.	.	.	.	35	0.6
CCOC(=O)c1nnc(-c2ccccc2)nc1NCc1ccc(Cl)cc1	3	.	5	-9	0	2	.	.
Cc1ccc(NC(=O)C(c2ccc(Cl)cc2)N2CCCCC2)cc1 (stereo not drawn)	-17	-6	-7	5	-1	-2	-21	.
CCOC(=O)C1(C)NC(c2ccc(N(C)C)cc2)C2C(=O)N(CC)C(=O)C21 (stereo not drawn)	1	0	4	-2	0	-2	4	.
CSc1nc(SCc2ccccc2)[nH]c(=O)n1	.	1	.	.	5	0	.	2.8
Cc1csc(SCCn2c(N3CCN(c4ccccc4)CC3)nc3c2c(=O)[nH]c(=O)n3C)n1	.	.	11	-3	1	7	.	.
COc1cccc(-c2cnc3c(c2)C(=O)N([C@@H](C)CO)C[C@@H](C)[C@@H](CN(C)Cc2ccc(C(=O)O)cc2)O3)c1	6	-20	7	12[16.7 µM]	-6	-1	15	2.4
COc1ccc(CNC(=O)c2ccc(CNc3c(NC4CCCCC4)c(=O)c3=O)cc2)cc1	-4	-10	-3	-8	-1	-1	-1	-0.7
COc1cc2c(cc1OC)CN(C(=O)C1CCCN(C(=O)c3ccc(Cl)cc3)C1)CC2 (stereo not drawn)	-1	-4	5	-6	-4	5	-5	4.4
C[C@@H]1CN([C@@H](C)CO)C(=O)c2ccccc2-c2ccccc2CO[C@@H]1CN(C)C(=O)Nc1ccnc(N2CCOCC2)c1	-7	3	5	.	0	-1	1	3.0
CCCCNc1c(-c2ccc(SC3CCCCC3)c(OC)c2)nc2ccc(Cl)cn12	-39	-2	-3	11	-1	1	-4	2.1
C[C@@H]1CN([C@H](C)CO)C(=O)c2cc(Br)cnc2O[C@@H]1CN(C)C(=O)Nc1ccccc1	6&10	5&6	12&-1	4	5&56	0&-1	1&9	-0.7&-1.4
CCn1c(COc2cccc3cccnc23)nnc1SC(F)F	.	4	-3	9	.	.	-8	0.5
COc1ccc(S(=O)(=O)N2c3ccccc3OCC2C)cc1 (stereo not drawn)	.	-2	-22	55	.	.	-62	-2.8
CCOC(=O)c1c(NC(=O)CN2CCN(c3ccc(Cl)cc3)CC2)sc(C)c1C	0	.	4	-2	-4	-1	.	.
COc1ccc(S(=O)(=O)Nc2ccc3c(c2)CC(=O)N([C@@H](C)CO)C[C@H](C)[C@@H](CN(C)C(=O)Nc2c(C)noc2C)O3)cc1	-20	1	14	-3[16.7 µM]	0	2	5	-0.3
CCOC1=C/C(=C/c2c(N)n3nc(CC(=O)N4CCCC4)sc3nc2=O)C=CC1=O	11	4	18	-8	1	-1	27	0.9
O=C(C1CCC(Cn2c(=S)[nH]c3ccccc3c2=O)CC1)N1CCN(c2ccccc2)CC1 (stereo not drawn)	-19	.	-7	11	1	-5	6	.
Cc1cccc(NC(=O)CSCC(=O)Nc2cc(Cl)ccc2N2CCOCC2)c1	0	.	.	8	2	1	-12	-2.0
CSc1nc(N)c2cn[nH]c2n1	-2	.	-2	5	-1	-6	8	4.0
C[C@H]1CN([C@@H](C)CO)C(=O)c2cc(-c3ccccc3)cnc2O[C@@H]1CN(C)C(=O)C1CCOCC1	22	9	10	-12[16.7 µM]	-2	-2	-2	-1.8
COC(=O)c1ccc(CSCc2ccc(C(=O)OC)o2)o1	-2	2	.	1	1	-1	6	4.0
CC1=C(C(=O)N(C)C)CC(CC(=O)NC(c2ccccc2)c2ccccc2)C(=O)N1Cc1ccc(C(C)(C)C)cc1 (stereo not drawn)	-7	-11	11	-3	3	1	-13	-1.8
COc1c(C)cc(C(=O)C2CCCN(C(=O)c3snnc3C)C2)cc1C (stereo not drawn)	.	-2	3	.	.	.	-5	-3.6
Cc1nc2ccc(S(=O)(=O)Nc3cccc(-c4nc5cccnc5s4)c3C)cc2s1	10	3	-1	-1	1	-1	-13	0.9

# A portion taken from the entries so far, for reference:
molecule	C2C12 statin	FN deposition inh	PGC1a acetyl inh	miR122 inh	Cneo AK release	PglD inh	INS-1E GSIS act	F508del corr
COc1c(C)cc(C(=O)C2CCCN(C(=O)c3snnc3C)C2)cc1C (stereo not drawn)	.	-2	3	.	.	.	-5	-3.6
Cc1nc2ccc(S(=O)(=O)Nc3cccc(-c4nc5cccnc5s4)c3C)cc2s1	10	3	-1	-1	1	-1	-13	0.9

# Looked up by compound from the entries so far:
molecule	C2C12 statin	FN deposition inh	PGC1a acetyl inh	miR122 inh	Cneo AK release	PglD inh	INS-1E GSIS act	F508del corr
CCOC(=O)C1(C)NC(c2ccc(N(C)C)cc2)C2C(=O)N(CC)C(=O)C21 (stereo not drawn)	1	0	4	-2	0	-2	4	.
Cc1ccc(NC(=O)C(c2ccc(Cl)cc2)N2CCCCC2)cc1 (stereo not drawn)	-17	-6	-7	5	-1	-2	-21	.

# (further entries)
molecule	C2C12 statin	FN deposition inh	PGC1a acetyl inh	miR122 inh	Cneo AK release	PglD inh	INS-1E GSIS act	F508del corr
O=C(Cc1ccc(F)cc1)N[C@@H]1c2ccccc2CC[C@@H]1O	14	0	5	5	-1	-3	-39	-3.7
CS(=O)(=O)N(CC(=O)NC1CC2CCC1C2)c1cccc(C(F)(F)F)c1 (stereo not drawn)	-1	.	-10	8	-2	1	.	.
Nc1cccnc1S(=O)(=O)c1cccc(C(F)(F)F)c1	.	-16	2	.	.	.	6	0.6
O=C(Nc1cccc(S(=O)(=O)N2CCOCC2)c1)c1cnn2c(C(F)F)cc(-c3ccccc3)nc12	.	-17	2	.	.	.	2	-2.9
C[C@@H]1CN([C@H](C)CO)S(=O)(=O)c2ccc(C#Cc3cccnc3)cc2O[C@@H]1CN(C)C(=O)Nc1ccc2c(c1)OCO2	38	.	7	-10[16.7 µM]	0	1	-36	-1.3
O=C(C[C@H]1C[C@@H]2c3cc(NC(=O)Nc4ccc(C(F)(F)F)cc4)ccc3O[C@@H]2[C@H](CO)O1)NCc1ccc(Cl)cc1	-81	.	7	1[16.7 µM]	-2	-3	-18	1.1
N#Cc1ccc(OCc2nnc(SCC(=O)N3CCCc4ccccc43)n2-c2ccccc2)cc1	-5	3	12	15	3	5	.	.
O=C(NCC(c1ccco1)N1CCN(c2ccccc2)CC1)C1CCCCC1 (stereo not drawn)	0	7	.	-34	0	3	-16	-0.6
CC(=O)c1sc(Nc2nc3ccc(F)cc3s2)nc1C	.	1	.	3	-8	1	.	.
O=C(CSc1nc2ccccc2c(=O)[nH]1)Nc1ccc(Br)cc1	0	-2	1	-2	2	1	-4	-1.2
N#Cc1ccc(-c2cn(-c3ccccc3)c3[n+]2CCCS3)cc1	.	-5	3	.	.	.	23	3.5
C[C@H]1CN([C@@H](C)CO)C(=O)c2cccc(NC(=O)c3ccncc3)c2O[C@@H]1CN(C)C(=O)Nc1ccc2c(c1)OCO2	-17	.	-1	-2[16.7 µM]	-11	1	7	-0.1
C[C@@H]1CN([C@H](C)CO)C(=O)c2cccc(NC(=O)NC3CCCCC3)c2O[C@H]1CN(C)S(=O)(=O)c1ccc(F)cc1	-9	6	-6	-7[16.7 µM]	1	2	10	-2.4
C=CCn1c(N)c(C(=O)NCC2CCCO2)sc1=S (stereo not drawn)	-9	-12	-1	6	0	-6	.	.
C[C@@H]1CN([C@@H](C)CO)C(=O)c2cc(NC(=O)Nc3ccccc3)ccc2O[C@@H](C)CCCCO[C@@H]1CN(C)C(=O)C1CCCCC1	.	-3	6	10[16.7 µM]	2	0	6	0.9
CC(=O)N1CCCc2cc(S(=O)(=O)N3CCCC(C(=O)NCc4ccc(Cl)cc4)C3)ccc21 (stereo not drawn)	9	-4	.	-5	0	-8	-18	-0.4
CC(C)(O)c1cc2ccccc2c(=O)o1	4	-5	0	0	3	3	-1	-2.3
CC(C)(C)NC(=O)CSc1nc2ccc(NC(=O)CSc3nnnn3Cc3ccccc3)cc2s1	-13	.	-43	-18	0	3	.	.
O=C(Nc1ccc2c(c1)[C@@H]1C[C@H](CC(=O)N3CCc4ccccc4C3)O[C@H](CO)[C@@H]1O2)NC1CCCC1	-4	.	-1	0[16.7 µM]	8	2	15	1.2
CC(C)COC(=O)N1CCCCC1c1cc(C(=O)Nc2ccc3c(c2)OCO3)no1 (stereo not drawn)	0	-1	-27	-3	-9	-5	1	-0.1
CC(=O)c1c(NC(=O)C(C)C)nc(C)nc1-c1ccccc1	17	.	6	6	1	6	.	.
CCOc1cc(C)c(C(C)C)cc1S(=O)(=O)N1CCN(C)CC1	2	.	-6	54	-3	1	.	.
CC1(C)Cc2ccccc2-c2nnc(SCC(=O)N3CCN(c4ccccc4)CC3)n21	.	0	12	-4	-1	-7	-28	.
C[C@@H]1CN([C@@H](C)CO)C(=O)c2cccc(NC(=O)Nc3ccc(F)cc3)c2O[C@@H]1CN(C)CC1CCCCC1	32	-2	-1	-4[16.7 µM]	.	.	-4	-0.3
O=C(Cn1cc2c(n1)CCCCC2)NC1CCCCCC1	-4	1	.	1	2	-3	-8	4.8
CN(C(=O)COC(=O)c1ccccc1SCC(=O)NC1CCCCCCC1)C1CCS(=O)(=O)C1 (stereo not drawn)	9	1	-10	5	0	1	3	.
C[C@@H]1CN([C@@H](C)CO)C(=O)c2c(c3ccccc3n2C)-c2ccccc2CO[C@@H]1CN(C)C(=O)[C@H](Cc1ccccc1)N(C)C	-65	-6	-5	.	1	-2	3	-1.1
CN(C)c1ccc2c(c1)[C@H]1C[C@@H](CC(=O)NCc3ccccc3)O[C@@H](CO)[C@H]1O2	7	-6	-7	-2[16.7 µM]	-2	0	-6	-0.1
O=C(O)Cn1c(SC2CCCCC2)nc2ccccc21	.	.	4	-2	9	-5	.	.
Cc1ccc(NC(=O)COC(=O)Cn2ccc(=O)[nH]c2=O)cc1C	9	-11	.	.	0	-4	-5	0.5
COc1ccc(CN(C)C[C@@H]2Oc3c(NC(=O)Nc4ccccc4)cccc3C(=O)N([C@H](C)CO)C[C@@H]2C)cc1	9	.	-7	15[16.7 µM]	-5	2	4	-1.9
CN(C)c1c(N)[nH]c2c(c1=O)c(=O)n(C)c(=O)n2C	.	-1	2	2	-3	5	1	1.1
COc1ccc(C(=O)NC(CC(=O)O)c2cc([N+](=O)[O-])ccc2Cl)c(SC)c1 (stereo not drawn)	.	-9	-5	.	.	.	7	-3.6
